Bioassay records deposited in PubChem BioAssay by Fisher Drug Discovery Resource Center.
mcGAS MS inh – mouse cGAS inhibition by mass spec | recombinant mouse cGAS, cGAMP by RapidFire MS | AID 1259397 | inhibition, % at 12.5 µM | Q8C6L5 | 130,000 compounds, 0.18% hits;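 active = inhibition of cGAS enzyme activity at or above 60%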;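 also: enzyme stimulated by 45 bp dsDNA with ATP and GTP substrates; cGAMP share of summed cGAMP plus half ATP and half GTP signals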
Target sequence (Q8C6L5 whole entry, looked up): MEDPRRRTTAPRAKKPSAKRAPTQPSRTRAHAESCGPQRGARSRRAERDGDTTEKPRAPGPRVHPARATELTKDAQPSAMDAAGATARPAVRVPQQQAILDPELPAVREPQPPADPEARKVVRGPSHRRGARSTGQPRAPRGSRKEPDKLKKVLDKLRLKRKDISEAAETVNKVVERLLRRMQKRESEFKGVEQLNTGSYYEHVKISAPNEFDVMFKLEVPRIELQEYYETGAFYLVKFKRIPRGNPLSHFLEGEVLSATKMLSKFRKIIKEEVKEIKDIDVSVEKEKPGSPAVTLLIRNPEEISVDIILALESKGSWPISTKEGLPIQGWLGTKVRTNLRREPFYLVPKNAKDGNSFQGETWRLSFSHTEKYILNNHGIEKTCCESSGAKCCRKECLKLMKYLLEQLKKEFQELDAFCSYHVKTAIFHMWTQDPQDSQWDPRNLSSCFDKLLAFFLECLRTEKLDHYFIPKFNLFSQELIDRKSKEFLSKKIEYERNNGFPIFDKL
Numbers without * were called inactive; & = joins results of further samples.

Preview:
SMILES,mcGAS MS inh
CN(Cc1ccco1)C(=O)c1cc2ccccc2[nH]c1=O,5
CS(=O)(=O)N1CCC(Oc2cccc(C(=O)N3CCc4ccccc4C3)c2)CC1,-1
O=C(Nc1ccc(-c2ccn[nH]2)cc1)C1CCCN(Cc2cc(F)ccc2F)C1 (centres undefined),-2
Cc1ccc(CN2CCCC(OCc3cccnc3)C2)o1 (centres undefined),-23
COc1ccc(S(=O)(=O)N2CCC(c3ccccc3)C2)c(C)c1 (centres undefined),-3
CC1=CC(=NNc2nncc3ccccc23)CC1,1
Cc1ccccc1C(=O)Nc1cc(S(=O)(=O)N(C)C)cc(C)c1C,-1
COCc1nc(C(=O)NS(=O)(=O)N2CCCc3ccccc32)cs1,0
OCC#Cc1csc(-c2nccn2-c2cccc(-c3ccn[nH]3)c2)c1,-16
c1ccc2c(OCCCn3c4ccccc4c4nc5ccccc5nc43)cccc2c1,-5
COc1cccc(OCc2nc(C(=O)NCc3cnc(C)cn3)co2)c1,-5
CCCc1nnc(NC2CCCC3OCCC23)s1 (centres undefined),-2&2
O=C(Nc1ncns1)c1cccc(CN2CC[C@H](O)C2)c1,3
Cc1nc(N(C)C)ncc1C(=O)NCc1noc(-c2c(F)cccc2F)n1,-5
CO[C@]12C[C@@H](COC(=O)c3cncc(Br)c3)CN(C)[C@@H]1Cc1cn(C)c3cccc2c13,-6
CC(C)N(c1ccc(Cl)cc1)S(=O)(=O)c1cnn(C)c1,-2
CCCCN(C)C(=O)c1sc(=O)n(Cc2c(C)cccc2C)c1C,-3

All compounds of this part, repeating the preview:
SMILES,mcGAS MS inh
CN(Cc1ccco1)C(=O)c1cc2ccccc2[nH]c1=O,5
CS(=O)(=O)N1CCC(Oc2cccc(C(=O)N3CCc4ccccc4C3)c2)CC1,-1
O=C(Nc1ccc(-c2ccn[nH]2)cc1)C1CCCN(Cc2cc(F)ccc2F)C1 (centres undefined),-2
Cc1ccc(CN2CCCC(OCc3cccnc3)C2)o1 (centres undefined),-23
COc1ccc(S(=O)(=O)N2CCC(c3ccccc3)C2)c(C)c1 (centres undefined),-3
CC1=CC(=NNc2nncc3ccccc23)CC1,1
Cc1ccccc1C(=O)Nc1cc(S(=O)(=O)N(C)C)cc(C)c1C,-1
COCc1nc(C(=O)NS(=O)(=O)N2CCCc3ccccc32)cs1,0
OCC#Cc1csc(-c2nccn2-c2cccc(-c3ccn[nH]3)c2)c1,-16
c1ccc2c(OCCCn3c4ccccc4c4nc5ccccc5nc43)cccc2c1,-5
COc1cccc(OCc2nc(C(=O)NCc3cnc(C)cn3)co2)c1,-5
CCCc1nnc(NC2CCCC3OCCC23)s1 (centres undefined),-2&2
O=C(Nc1ncns1)c1cccc(CN2CC[C@H](O)C2)c1,3
Cc1nc(N(C)C)ncc1C(=O)NCc1noc(-c2c(F)cccc2F)n1,-5
CO[C@]12C[C@@H](COC(=O)c3cncc(Br)c3)CN(C)[C@@H]1Cc1cn(C)c3cccc2c13,-6
CC(C)N(c1ccc(Cl)cc1)S(=O)(=O)c1cnn(C)c1,-2
CCCCN(C)C(=O)c1sc(=O)n(Cc2c(C)cccc2C)c1C,-3
O=[N+]([O-])C1=C(Nc2ccc(-c3ccccc3)cc2)CS(=O)(=O)C1,6
CC(C)CCNC(=O)C1CSCN1C(=O)C1CC1c1cccnc1 (centres undefined),-12
CCc1c(C)sc2nc(SCCC(N)=O)n(-c3ccc(OC)cc3)c(=O)c12,-10
O=C(CCc1ccccc1)NC1CCN(c2ncccn2)CC1,-18
O=C(Nc1ccc(F)cc1)c1cc(=O)c(OCc2ccccc2)c[nH]1,-1
Cc1ccc(C(=O)COC(=O)c2c(C)noc2C)s1,-5
CCNC(=O)CN1CCCN(C(=O)c2sc(-c3ccc(OCC)cc3)nc2C)CC1,-1
CCc1ccc(CN(C)C(=O)Nc2ccc(CC3CC(=O)NC3=O)cc2)cc1 (centres undefined),-11
O=S(=O)(Nc1cccc(-n2cnnn2)c1)c1ccc(F)cc1,-7
O=c1cc(-c2c(-c3ccccc3)ncn2CCOCCO)[nH]c2ccccc12,-4
COc1ccc(NC(=O)CCC2CCCN(C(=O)CN3CCCC3=O)C2)cc1Cl (centres undefined),-3
COc1ccc(CC(=O)NC2CC(=O)N(Cc3cccc(F)c3)C2)cc1OC (centres undefined),-18
CCN=c1scc(CC(=O)OCC)n1-c1c(C)cc(C)cc1C,-3
COc1ccc(-c2ncc(C(=O)N(C)c3ccccn3)s2)cc1,-32
CC1=CCC2COC(c3ccc[n+](Cc4ccccc4)c3)C1C2 (centres undefined),-34
CC(C)NC(=O)c1cccc(-c2cc(Cl)cc3c2OC(CN)C3)c1 (centres undefined),2
Cc1ccc(C2C(CN3CCOCC3)=C(c3ccccc3)Oc3ccccc32)cc1 (centres undefined),-23
CS(=O)(=O)c1ccc(CNC(=S)NCC2CCCO2)cc1 (centres undefined),-8
O=C1NC(=O)C(CC(=O)N2CCC3(CCc4ccccc43)CC2)N1 (centres undefined),-1
COc1ccccc1-c1nnc(SCC(=O)c2ccc3c(c2)OCO3)o1,-1
CC(c1cccc(O)c1)N(C)C(=O)c1ccc(CNC(=O)OC(C)(C)C)o1 (centres undefined),5
N#Cc1ccc(CN2CCN(C(=O)Nc3ccc(Cl)cc3)CC2)cc1,-3
CSc1ncccc1C(=O)N[C@H]1C[C@H]2C(=O)NCC(=O)N2C1,-44
O=C(C1CC1)N1CCC(N2CCN(c3nccc4ccccc34)CC2)CC1,-13
CNC(=O)c1nnc2n1CCN(C(=O)c1ccc3c(c1)CCO3)C2,-12
O=C(CC1C(=O)NCCN1CCCc1ccccc1)NCCCn1ncc2ccccc21 (centres undefined),-3
COCc1cccc(CNC(=O)c2cccc(S(=O)(=O)NC3CCCC3)c2)c1,-5
CCN(CC)S(=O)(=O)N(C)Cc1sccc1C,-12
C/C=C/CC(=O)Nc1ccc(OC)c(NC(=O)c2ccccc2)c1,-13
O=C(CCC1CCCCC1)NCCCn1nc(-c2cccnc2)ccc1=O,-5
CCC1=NN(C(=O)c2cccc(C)c2)C(O)(C(F)(F)F)C1 (centres undefined),-37
Cc1cc(C)c(NC(=O)C(C)N2CCCC(C(F)(F)F)C2)c(C)c1 (centres undefined),1
c1ccc(N2CCN(C3CCCN(Cc4cccc5cccnc45)C3)CC2)cc1 (centres undefined),-13
CN(C)c1nc(C23CC4CC(CC(C4)C2)C3)cs1,-4
CC(NC(=O)c1cccs1)c1ccc(Cl)s1 (centres undefined),-16
C=CC[C@@H]1CC=C[C@@H](C)N1C(=O)CCn1cncn1,-32
CCOc1ccccc1CN1CCN(Cc2ccc3nonc3c2)CC1CCO (centres undefined),-6
COc1ccc(-c2nc(C(=O)N3CCN(C)CC3)sc2-c2ccc(OC)cc2)cc1,-15
CC(CN1CCN(c2ccccc2)CC1)NC(=O)N1CCOCC1 (centres undefined),-1
CS(=O)(=O)c1ccc(C(=O)Nc2c(Cl)cc(NC(=O)CC3C=CCC3)cc2Cl)cc1 (centres undefined),-8
COc1ccccc1CNC(=O)CN1CC2(CCNCC2)CC1C(=O)O (centres undefined),-19
O=S(=O)(c1ccc(Br)s1)N1CCCC1c1nc2ccccc2s1 (centres undefined),-2
CSCc1cc(C(=O)OC(C)C(=O)NC(=O)NC(C)(C)C)ccc1F (centres undefined),-11

More entries:
SMILES,mcGAS MS inh
N#CC(=Cc1cccn1-c1ccc([N+](=O)[O-])cc1)c1nc2ccccc2[nH]1,-2
c1n[nH]nc1SCCNC1CCCNC1 (centres undefined),1
Cc1ccc(S(=O)(=O)Nc2ccc(Nc3cnc(-c4ccc(O)cc4)cn3)cc2)cc1,-7
CC(=O)Nc1ccc(NC(=O)Cn2nc(C3CC3)c3cnn(-c4ccccc4)c3c2=O)cc1,-1
CC1(C(=O)Nc2ccc(N3CCC(O)CC3)c(C#N)c2)CCCc2ccccc21 (centres undefined),-2
CCN(C(C)=O)c1nc(/C=C/c2nc3cc(Cl)ccc3o2)cs1,-8
O=C(NC(c1ccccc1)c1ccccc1)[C@@H]1CCCN1C(=O)c1ccc(-n2cccn2)nc1,0
CCNS(=O)(=O)c1ccc2c(c1)C(=NO)c1cc(S(=O)(=O)NCC)ccc1-2,-6
CC(C)N(C(=O)COC(=O)c1ccc(Cl)c(S(N)(=O)=O)c1)C(C)C,3
CCN(C(=O)c1ccon1)c1ccc(NC(=O)c2ccon2)cc1,-7
Cn1c(=O)n(CC(O)c2ccccc2C(F)(F)F)c2ccccc21 (centres undefined),-21
COc1ccccc1C/C(C)=C/C(=O)N(Cc1cccnc1)C(C)C,-10
O=C1NC(Cc2c[nH]c3ccccc23)C(=O)N1Cc1nc2ccccc2s1 (centres undefined),-10
CC(O)CN1CCC(CNCc2c(Cl)nc3sccn23)CC1 (centres undefined),-31
O=C(CCN1C(=O)/C(=C/c2ccc(Cl)cc2)SC1=S)Nc1nccs1,-5
c1ccc(CCc2nc(CN3CCC4(C3)OCCO4)cs2)cc1,-55
Cc1ccc2nc(C)c(NC(=O)CCSc3ccccc3)c(=O)n2c1,8
CC1(C)CC(N2CCN(c3ccccc3)CC2)=CC(=[N+]2CCCC2)C1,-30
Cc1ncsc1CCN(C)C1CCN(S(C)(=O)=O)CC1,-35
O=C(CN1CCCCC1=O)Nc1cccc(CC(F)(F)F)c1,-8
O=C(O)C(Oc1ccc(Cl)cc1)c1ccccc1 (centres undefined),-13
CCC(CO)N(Cc1ccsc1)C(=O)c1cccc(C(C)=O)c1 (centres undefined),1
Cc1cc(NC(=O)C(C)N2CCC(N(C)Cc3ncc(C)o3)C2)on1 (centres undefined),-4
Fc1ccc(Br)cc1C1CC(c2cccnc2)=Nc2nnnn21 (centres undefined),-3
Cc1ccccc1C1CCCN1C(=O)c1cc(COc2ccccc2F)[nH]n1 (centres undefined),-7
CN(C)CCNS(=O)(=O)c1ccc(Cl)c([N+](=O)[O-])c1,25
O=C1[O][Bi][O]c2ccccc21,-2
COC(=O)c1cc(S(=O)(=O)N(C)C)ccc1N1CCc2sccc2C1,-5
O=C1CC(=O)Nc2cc(S(=O)(=O)Nc3ccccc3C(=O)NC3CC3)ccc2N1,-6
CC(C)(C)C(=O)NCCc1nc2ccccc2n1Cc1ccccc1F,2

Cc1nc(C(=O)N(c2ccccc2S(C)(=O)=O)C(C)C)ccc1C#N
  mcGAS MS inh: 0
CCCCOC(=O)c1ccc(NC(=O)c2cc(=O)c(OC)co2)cc1
  mcGAS MS inh: -7
COCC(=O)N1CC(C(=O)NCCc2ccccc2)CC(c2ccc(F)c(C)c2)C1 (centres undefined)
  mcGAS MS inh: -6
Cc1csc2c3ncnc-3ncn12
  mcGAS MS inh: -15
O=C(O)c1cccc(N2C(=O)CC(Nc3ccc4c(c3)CCC4)C2=O)c1 (centres undefined)
  mcGAS MS inh: -5
CCCCc1c(O)c2c(n(-c3ccccc3)c1=O)CC(C)(C)CC2
  mcGAS MS inh: 2
CN1C(=O)CC(C(=O)N(CCO)Cc2cccs2)c2ccccc21 (centres undefined)
  mcGAS MS inh: -30
Cc1cccc(-c2nn3c(NC4CCCC4)cc(C)nc3c2C)c1
  mcGAS MS inh: 2
COc1ccc(Cl)c2sc(N(Cc3cccnc3)C(=O)c3ccccc3S(C)(=O)=O)nc12
  mcGAS MS inh: -12
COc1ccc(C)cc1-n1cnnc1C(O)c1ccccc1 (centres undefined)
  mcGAS MS inh: -15
CNS(=O)(=O)c1ccc(/C=C/C(=O)Nc2cccc(C)n2)cc1
  mcGAS MS inh: -7
CCN1CC(CN(C)C(=O)CCc2nnc(C3(c4ccc(Cl)cc4)CCC3)o2)CC1=O (centres undefined)
  mcGAS MS inh: -4
Cc1cc(C(=O)N(Cc2ccccn2)c2nc3ccccc3s2)nn1C
  mcGAS MS inh: -8
Cc1nc(-c2ccccc2)sc1C(=O)NCCCn1nc(-c2ccncc2)ccc1=O
  mcGAS MS inh: -9
O=C(c1nnc2n1CCN(Cc1ccccc1)C2)N1CCOCC1
  mcGAS MS inh: -12
CCOc1cccc(CN2CCCC(C(=O)Nc3ccc(-c4ccn[nH]4)cc3)C2)c1O (centres undefined)
  mcGAS MS inh: -3
CC(C)(Oc1ccc(Cl)cc1)C(=O)OCC(=O)N1CCCC1
  mcGAS MS inh: -2
CC(C)CCn1nccc1NC(=O)CN1C(=O)c2ccccc2C1=O
  mcGAS MS inh: -4
CC(C)C(Nc1nc(N)nc2ccc(C(=O)O)cc12)c1cccnc1 (centres undefined)
  mcGAS MS inh: 0
O=C(N1CCCC1C1CCCCC1)n1ccnc1 (centres undefined)
  mcGAS MS inh: 4
CCOC(=O)c1sc(=S)n(CC)c1N
  mcGAS MS inh: -4&5
COc1ccc(C)cc1NC(=O)COC(=O)C1(c2ccccc2F)CCCC1
  mcGAS MS inh: -8
Cn1ccnc1SCC(=O)Nc1ccccc1SC(F)F
  mcGAS MS inh: -4
CCc1cccc(NC(=O)C(NS(=O)(=O)c2cccs2)C(C)C)c1 (centres undefined)
  mcGAS MS inh: 4
COc1ccc2c(c1)CCN(S(=O)(=O)CCNC(=O)c1ccc3nsnc3c1)C2
  mcGAS MS inh: -2

CC(C)(C(=O)OCc1cccc(OCC(N)=O)c1)c1ccccc1
  mcGAS MS inh: -11
COc1ccc(Cc2nc3ccc(C(=O)NCc4cccc(C)n4)cc3o2)cc1OC
  mcGAS MS inh: -3
O=C(CCc1nc2ccccc2[nH]c1=O)OCc1cccc([N+](=O)[O-])c1
  mcGAS MS inh: -31
CN(C1CCCCC1)S(=O)(=O)N1CCCC(C(=O)NC2CCCC2)C1 (centres undefined)
  mcGAS MS inh: -6
COc1cc(/C=C/c2nc3sc4c(c3c(=O)[nH]2)CCCC4)ccc1OCC#N
  mcGAS MS inh: 4
CCOC(=O)C1CCCN(S(=O)(=O)C2CON(C)C2c2ccc(Cl)cc2Cl)C1 (centres undefined)
  mcGAS MS inh: -3
O=C(CCn1cnnn1)N1CCC2(CCCN(CCc3ccccc3)C2=O)C1 (centres undefined)
  mcGAS MS inh: -6
CCNC(=O)NC(=O)COC(=O)CC1CC2CCC1C2 (centres undefined)
  mcGAS MS inh: -8
c1cnc(CCNc2nccc(C3CCCC3)n2)cn1
  mcGAS MS inh: -4
CCOC(=O)c1c(C)n(-c2ccccc2)c2ccc(OC(=O)c3ccccc3[N+](=O)[O-])cc12
  mcGAS MS inh: 2
Cc1noc(C)c1C(=O)NC12CC3CC(CC(C3)C1)C2
  mcGAS MS inh: -15

Only part of the results is shown. The share of hits here may be higher or lower than overall.
